# High-throughput results (PubChem)
# SENP1 inh: SENP1 (human) catalytic domain inhibition; actives 0.21% (n = 360,000); AID 624204; inhibition, % at 10 µM; Q9P0U3; recombinant SENP1 catalytic domain, CyPet-SUMO1-YPet FRET cleavage;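 active = inhibition at least 30% at 10 µM, raw YFP signal under a set limit, fluorescence ratio 0.5 to 1.5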;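 also: 0% = enzyme with DMSO and 100% = no enzyme wells; some results filed as inactive read as strong as hits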
#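 Material – human SENP1 catalytic domain · Input – SENP1 enzyme, 20 pM final · Compound dosing – single concentration of 10 µM compound, 0.5% DMSO final · Timing – enzyme reaction for 50 min at room temperature, dark · Measured by – FRET fluorescence in CFP and YFP emission channels · Control set – no-enzyme wells low, DMSO-plus-enzyme wells high control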
# SENP7 inh: blocks the human protease SENP7 | inhibition, % at 5 µM | recombinant SENP7, Z-RLRGG-aminoluciferin luminescence, 40 min | actives 1.5% (n = 330,000) | Q9BQF6;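 active = inhibition above about 50% at the single test dose, limit read from the data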;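 also: plate controls were DMSO with enzyme for no effect and no enzyme buffer wells for full effect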
# Target sequence (Q9BQF6 706-1050 limits assumed): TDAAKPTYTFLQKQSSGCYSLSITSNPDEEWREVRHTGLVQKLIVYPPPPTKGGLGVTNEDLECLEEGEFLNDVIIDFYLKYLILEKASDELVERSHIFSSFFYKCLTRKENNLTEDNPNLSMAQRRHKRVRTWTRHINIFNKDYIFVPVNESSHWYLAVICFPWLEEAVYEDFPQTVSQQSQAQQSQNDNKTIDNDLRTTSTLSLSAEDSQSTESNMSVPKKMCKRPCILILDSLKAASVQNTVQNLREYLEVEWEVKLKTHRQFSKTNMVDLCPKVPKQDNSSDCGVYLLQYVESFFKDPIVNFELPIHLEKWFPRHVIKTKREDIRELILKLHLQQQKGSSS
# SENP6 block: blocks the human protease SENP6; Recombinant SENP6 catalytic domain, aminoluciferin luminescence; inhibition, % at 10 µM; actives 1.8% (n = 330,000);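 active = inhibition above about 50% at the single tested dose, limit read from the data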;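 also: plate controls were DMSO wells with enzyme for no effect and DMSO wells lacking enzyme for full effect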
# Target sequence (Q9GZR1 628-1112 limits assumed): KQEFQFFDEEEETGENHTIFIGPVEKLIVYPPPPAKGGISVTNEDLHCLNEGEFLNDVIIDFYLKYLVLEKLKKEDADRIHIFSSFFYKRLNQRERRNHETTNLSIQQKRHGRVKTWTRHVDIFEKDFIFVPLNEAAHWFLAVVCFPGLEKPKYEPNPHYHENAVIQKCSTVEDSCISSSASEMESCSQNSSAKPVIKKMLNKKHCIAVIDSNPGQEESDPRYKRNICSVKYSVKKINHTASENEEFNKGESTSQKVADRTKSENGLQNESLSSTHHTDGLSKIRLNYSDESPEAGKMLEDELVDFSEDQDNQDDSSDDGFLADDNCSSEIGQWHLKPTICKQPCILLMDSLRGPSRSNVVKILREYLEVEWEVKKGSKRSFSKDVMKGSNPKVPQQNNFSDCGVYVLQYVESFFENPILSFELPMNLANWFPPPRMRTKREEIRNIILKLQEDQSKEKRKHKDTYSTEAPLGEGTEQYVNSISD
# UBC13 polyUb: human UBC13 polyubiquitination inhibition | P61088 | actives 0.47% (n = 330,000) | UBC13 polyubiquitin chain formation, TR-FRET | inhibition, % at 20 µM; in the data active = inhibition above about 45%, passing the limit was not always enough
# Apaf-1 inh: blocks human Apaf-1 apoptosome activity; O14727; reconstituted apoptosome caspase-3 activity, DEVD-Rh110 fluorescence; inhibition, % at 20 µM; actives 0.71% (n = 330,000); AID 489030; active = inhibition of at least 40% at 20 µM;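 also: plate controls were DMSO wells for no effect and DEVD-CHO caspase inhibitor wells for full effect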
#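 Medium: Hepes buffer, pH 7.5 / System: biochemical Apaf-1 apoptosome reconstitution / Measured by: Rh110 fluorescence, excitation 480 nm, emission 540 nm / Times: compound with Apaf-1, dATP, procaspase-3 30 min, then 50 min reaction, room temperature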
# SENP8 block-1: inhibitors of human SENP8 protease; inhibition, % at 20 µM; actives 0.64% (n = 360,000); Q96LD8; AID 602440; recombinant SENP8, Nedd8 substrate fluorescence; in the data active = inhibition mostly above about 40%, no sharp cut-off; inactive = mostly below about 27%
# Target sequence (Q96LD8 whole entry, looked up): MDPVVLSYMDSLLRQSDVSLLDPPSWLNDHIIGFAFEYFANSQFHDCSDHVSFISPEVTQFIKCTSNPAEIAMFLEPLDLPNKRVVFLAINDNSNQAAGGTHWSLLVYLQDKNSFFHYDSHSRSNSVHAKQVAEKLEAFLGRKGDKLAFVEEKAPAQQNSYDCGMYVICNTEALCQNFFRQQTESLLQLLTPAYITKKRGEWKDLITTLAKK
# SENP8 block-2: inhibitors of human SENP8 protease | Q96LD8 | purified SENP8, Z-RLRGG-aminoluciferin cleavage, luminescence | inhibition, % at 10 µM | actives 1.2% (n = 330,000) | AID 2540; in the data active = inhibition above about 50%
# APOBEC3G inh: blocks human APOBEC3G single-stranded DNA deamination. recombinant A3G, ssDNA deamination FAM/TAMRA fluorescence. inhibition, % at 20 µM. actives 0.28% (n = 330,000);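 active = inhibition of at least 40% at 20 µM, with no more than 30% in the related APOBEC3A deaminase screen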;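 also: plate controls were DMSO wells with A3G for no effect and wells lacking A3G enzyme for full effect; some compounds called inactive have numbers as strong as hits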
# * hit, by the source's call; · = no result given.
SMILES,SENP1 inh,SENP7 inh,SENP6 block,UBC13 polyUb,Apaf-1 inh,SENP8 block-1,SENP8 block-2,APOBEC3G inh
C/C(=N\N=C1/SC(CC(=O)O)C(=O)N1c1ccccc1)c1ccc(C)cc1 (stereo unspecified),2,-6,-30,-14,-2,18,-7,3
Cc1ccc(S(=O)(=O)N2CCN(c3ccccc3)CC2)s1,1,2,6,10,5,1,-2,-4
COc1cc(/C=C2\SC(=O)N(CCNC(=O)c3c(C)noc3C)C2=O)cc(OC)c1OC,7,2,-4,-10,-5,-173,3,-6
CCN(C(=O)CN(C)Cc1cccc(Cl)c1Cl)c1c(N)n(Cc2ccccc2)c(=O)[nH]c1=O,-8,6,9,3,-9,8,2,-6
O=C(NN1CC(C(=O)OCc2ccccc2F)CC1=O)c1ccccc1 (stereo unspecified),-2,-1,-1,-1,3,15,4,-8
Cc1ccc(OCCn2cc(/C(N)=N/O)c3ccccc32)cc1C,6,-1,-4,18,17,6,-6,-5
CCn1cnc2cc([N+](=O)[O-])ccc21,2,4,-8,-14,7,11,-4,-2
O=C(c1ccccc1)c1ccc2nc(Nc3ccccc3)c3nncn3c2c1,-11,-1,-4,11,-3,-3,1,-6
Cc1cccc(NC(=O)c2cc(S(=O)(=O)N3CCOCC3)cn2C)c1C,2,-2,-8,6,-12,2,6,-7
CCC(C)C(NC(=O)c1ccccc1NC(=O)c1ccc(OC)cc1)C(=O)NCCCn1ccnc1 (stereo unspecified),1,-11,-16,0,4,-27,-6,-6
O=C(CCSc1ccccc1)Nc1nc2c(s1)COc1ccccc1-2,-5,-10,-7,1,2,-34,-4,-10
COc1ccc(CCn2c(C)cc(C(=O)CCl)c2C)cc1OC,-4,0,-14,-7,4,14,-8,-6
CCOC(=O)Cc1csc(NC(=O)Cc2ccc([N+](=O)[O-])cc2)n1,3,0,-9,1,3,8,-6,0
Nc1sccc1C(=O)c1ccccc1,·,-2,3,-10,5,·,-4,-3
COc1cc(C(=O)N/C(=C\c2cn(C)c3ccccc23)C(=O)NCCCO)cc(OC)c1OC,-1,-12,-18,0,-10,-15,0,-5
O=C(NC1CCCC1)c1cccc(Cl)c1,2,4,-4,-2,-9,15,3,-4
Cc1cccc(/C=N/NC(=O)c2cccc(Cl)c2)n1,-30,3,1,-2,8,17,-8,-8
N#Cc1ccccc1NC(=O)COC(=O)c1ccc(S(=O)(=O)N2CCCC2)cc1,1,-4,7,2,3,21,11,-6
O=C(CNC(=O)OCc1ccccc1)NC1CCCCNC1=O (stereo unspecified),0,4,-17,-6,-5,11,3,-5
COc1cc(NC(=O)CN(C)CCOc2ccccc2)c(C)cc1[N+](=O)[O-],1,0,-11,8,14,19,-5,-11
O=c1ccn(Cc2ccccc2)cc1,-1,11,-22,-3,4,9,-16,-6
CCCc1cc(=O)n2nc(N3CCC(C(=O)N4CCN(c5ccc(OC)cc5)CC4)CC3)sc2n1,0,7,6,-4,11,11,0,6
COc1ccc(S(=O)(=O)N2C3CCC2CC(NC(=O)NC2CCCCC2)C3)cc1 (stereo unspecified),2,-2,5,3,-9,21,4,-5
Cc1ccc(N2C(=O)CC3(CC4C=CC3C4)C2=O)cc1 (stereo unspecified),4,7,-7,3,-8,28,-3,2
COc1ccc(CCN(Cc2cc3cc(C)ccc3[nH]c2=O)C(C)=O)cc1OC,3,7,8,4,0,-36,4,1

# Grouped by structure, the entries above with a thiophene ring, fused or not (2)
SMILES,SENP1 inh,SENP7 inh,SENP6 block,UBC13 polyUb,Apaf-1 inh,SENP8 block-1,SENP8 block-2,APOBEC3G inh
Cc1ccc(S(=O)(=O)N2CCN(c3ccccc3)CC2)s1,1,2,6,10,5,1,-2,-4
Nc1sccc1C(=O)c1ccccc1,·,-2,3,-10,5,·,-4,-3

# (more compounds)
SMILES,SENP1 inh,SENP7 inh,SENP6 block,UBC13 polyUb,Apaf-1 inh,SENP8 block-1,SENP8 block-2,APOBEC3G inh
CN(C)/C=N/c1ncn(-c2ncc(C(F)(F)F)cc2Cl)n1,1,5,8,-9,6,-8,-3,-1
O=C(COC(=O)CCc1nc2ccccc2c(=O)[nH]1)NCc1ccc(F)cc1,-5,-30,-5,-6,1,21,-5,-2
COC(=O)C1=C(C)N(C)C(C)=C(C(=O)OC)C1c1ccc(C(=O)OC)cc1,1,-15,-4,-2,5,-60,1,-5
CCN(C[C@H]1N[C@@](CC)(C(=O)OC)[C@H]2C(=O)N(Cc3ccccc3)C(=O)[C@@H]12)C(=O)c1ccccc1,3,3,-2,-1,4,4,-4,-3
N#C/C(=C\c1ccc(Sc2ccccc2)o1)c1nc2ccccc2[nH]1,-30,94*,46,-2,6,-96,23,-7
O=C(CNC(=O)c1ccc(C(F)(F)F)cc1)NC1CC1,0,9,-6,-1,-1,18,9,2
CCOc1ccc2oc(C(=O)N(C)CCc3ccc(OC)c(OC)c3)c(C)c2c1,-12,-4,1,-5,-2,-58,7,-7
COc1cc(C#CC#CCN2CCCCC2)ccc1O,-1,8,1,2,4,-3,-12,4
Cc1cc(OCCn2cncn2)ccc1[N+](=O)[O-],1,9,12,-11,0,10,-16,-1
CCOc1ccc(-c2[nH]nc3c2C(c2cccnc2)C(C#N)=C(N)O3)cc1 (stereo unspecified),1,-1,-7,-7,-3,26,-1,-5
CC(=O)c1cccc(NC(=O)Nc2ccc(C(=O)N3CCOCC3)cc2)c1,1,2,3,1,8,25,3,-1
CCCc1[nH]n(-c2ccc(F)cc2)c(=O)c1C=NCC1CCCO1 (stereo unspecified),0,0,4,-10,1,19,0,-3
O=C(CSc1ccc2nnc(-c3cccnc3)n2n1)NCC1CCCO1 (stereo unspecified),2,-8,-7,3,7,-93,-10,-10
Cc1ccc2nc(NC(=O)CSc3nncc(=O)n3N)sc2c1,1,33,26,11,-12,6,10,18
O=Cc1cn(-c2ccccc2)nc1-c1ccccn1,1,-2,7,5,0,6,6,-1
CCCCNC(=S)N/N=C/c1cccc(OCC)c1O,-78,2,11,4,-6,-424,8,-1
CN(CC(=O)Nc1cccnc1)S(=O)(=O)c1cc(Cl)ccc1Cl,2,0,-2,10,-14,16,4,1
Cc1cc(C)c(NC(=S)N(CCc2ccncc2)C(C)C)c(C)c1,1,-5,-12,-6,0,12,-9,-7
CC1=C(C(=O)Nc2ccccn2)C(c2ccc(Cl)cc2)NC(=S)N1 (stereo unspecified),-2,6,7,3,-1,5,-1,-3
Clc1ncccc1-c1nnn(-c2ccccc2Br)n1,4,-9,9,9,11,6,1,1
Cc1ccc(C(=O)CNc2ccc(Br)cc2)cc1,0,14,7,-2,9,14,-1,1
COc1ccccc1CCNS(=O)(=O)c1ccc(C(=O)O)n1C,2,-1,-29,5,-7,11,7,-9
CCc1cccc(NC(=O)CC2SC(N3CCCC3)=NC2=O)c1 (stereo unspecified),3,7,-7,2,-3,10,-1,-6
CC(=O)c1ccc(N/C=C\C(=O)c2ccc(C)cc2)cc1,-156,19,-17,-5,7,-369,-2,-9
CCOc1ccccc1-c1cc(C(=O)N2CCOCC2)c2ccccc2n1,3,-1,-8,8,-3,-334,4,-7

# New compounds follow
SMILES,SENP1 inh,SENP7 inh,SENP6 block,UBC13 polyUb,Apaf-1 inh,SENP8 block-1,SENP8 block-2,APOBEC3G inh
CC(NC(=O)COc1ccc(/C=N/NC(=O)CO)cc1)c1ccccc1 (stereo unspecified),1,-3,19,1,-9,8,-1,-5
O=c1c(Cl)c(NS(=O)(=O)c2ccccc2)cnn1-c1ccccc1,4,0,-5,10,-13,13,0,-1
CCN(C(=O)COC(=O)c1cc2ccccc2cc1O)C1CCS(=O)(=O)C1 (stereo unspecified),5,-2,-9,-6,0,-190,-13,-2
CCOc1ccc(N(CC(=O)Nc2ccc(F)c(F)c2)S(=O)(=O)c2c(C)noc2C)cc1,2,-4,-4,-1,6,4,-5,-1
Cc1cc(C)cc(NC(=O)CCN2CC(C)OC(C)C2)c1 (stereo unspecified),-2,4,4,6,-17,-8,-5,-6
CC(=O)OC1CC2(C)/C(=N\O)CCC2C2CCc3cc(O)ccc3C12 (stereo unspecified),2,5,3,30,5,31,-2,-7
O=C(COC(=O)c1cccnc1)Nc1cccc(Cl)c1,-2,8,2,-15,2,11,-6,-1
O=Cc1ccccc1-n1cccn1,1,6,-6,11,-14,2,-1,-6
COC(=O)/C(=C\c1ccc2c(c1)c1ccccc1n2C)NC(=O)c1ccccc1,0,0,-2,-1,7,-137,-4,0
CC(=O)N1CCN(CC(=O)NC(=O)Nc2ccc3c(c2)OCCO3)CC1,1,0,4,2,1,14,6,-5
Cc1cccc(-n2c(=O)[nH]c3c(C(N)=O)nc(-c4ccccc4Cl)nc32)c1,1,-5,-3,37,26,-409,1,-6
COc1ccc(-c2noc(N3CCC(C(=O)Nc4ccc(F)cc4F)CC3)n2)cc1,2,-5,0,12,0,27,-5,-2
CCOc1ccc(C2C(C(=O)c3ccco3)=C(O)C(=O)N2CCN2CCOCC2)cc1OCC (stereo unspecified),-4,4,-4,-14,5,15,5,2
CCCc1c(C)c2c(C)[nH]nc2oc1=O,-2,-9,-25,25,12,-2,-13,-2
CCCNS(=O)(=O)c1ccc(CCC(=O)N2CCC(C)CC2)cc1,0,-1,-11,-5,3,5,-4,-5
O=C(Nc1nnc(COc2ccc(F)cc2)s1)Nc1ccccc1F,-1,3,15,1,-6,12,7,6
CN(C)N1C(=O)CC(N2CCCCC2)C1=O (stereo unspecified),3,-4,-25,-5,7,11,-12,-5
CCOC(CCn1c(SCC(=O)NC2CCCC2)nc2ccccc2c1=O)OCC,0,0,3,5,4,4,5,-2
CCOC(CNC(=O)c1ccc2c(c1)ncn2-c1cccc(F)c1)OCC,2,21,2,3,-13,0,1,-2
NS(=O)(=O)c1ccc(CCNC(=O)COC(=O)Cc2c(F)cccc2Cl)cc1,4,-6,-12,5,1,4,-7,-4
CC(=O)Nc1ccc(NC(=O)COC(=O)c2ccccc2SCC(=O)N2CCCC2)cc1,0,-2,-4,3,3,-16,4,-10
CC(NC(=O)Nc1ccc([N+](=O)[O-])cc1)C(c1ccccc1)N1CCOCC1 (stereo unspecified),-1,0,-1,2,2,26,2,-5
CSc1ccccc1C(=O)N(C)Cc1ccccc1,1,4,-1,3,-2,6,-5,-4
N#Cc1ccccc1Cn1cc(/C=C/[N+](=O)[O-])c2ccccc21,-7,0,-38,7,-5,3,-32,-1
O=C(Nc1cccc(C(F)(F)F)c1)c1cccnc1NCCO,-1,6,-20,1,-6,-430,8,-4

# More records follow.
SMILES,SENP1 inh,SENP7 inh,SENP6 block,UBC13 polyUb,Apaf-1 inh,SENP8 block-1,SENP8 block-2,APOBEC3G inh
Nc1nc(COc2ccccc2)cs1,1,5,-6,5,-1,16,-7,-1
CC(OC(=O)c1cc(O)c2ccccc2c1O)C(=O)Nc1ccc(C(N)=O)cc1 (stereo unspecified),-5,7,37,-30,49*,-345,17,-3
O=C(Cc1ccccc1F)N1CCN(S(=O)(=O)c2ccc(Cl)cc2)CC1,1,1,1,17,0,14,0,-6
CCC(=O)c1coc2ccc(O)cc12,1,-12,9,21,10,-19,-8,-2
COc1cc(CC(=O)OCC(=O)Nc2ccc(N3CCOCC3)cc2)cc(OC)c1OC,2,-6,8,-11,-18,10,-16,3
Cc1ccccc1NC(C)C(=O)N/N=C/c1c[nH]c2ccccc12 (stereo unspecified),-1,-5,-9,-10,13,2,-6,-4

# Compounds from the list above containing a cyano group (4):
SMILES,SENP1 inh,SENP7 inh,SENP6 block,UBC13 polyUb,Apaf-1 inh,SENP8 block-1,SENP8 block-2,APOBEC3G inh
N#Cc1ccccc1NC(=O)COC(=O)c1ccc(S(=O)(=O)N2CCCC2)cc1,1,-4,7,2,3,21,11,-6
N#C/C(=C\c1ccc(Sc2ccccc2)o1)c1nc2ccccc2[nH]1,-30,94*,46,-2,6,-96,23,-7
CCOc1ccc(-c2[nH]nc3c2C(c2cccnc2)C(C#N)=C(N)O3)cc1 (stereo unspecified),1,-1,-7,-7,-3,26,-1,-5
N#Cc1ccccc1Cn1cc(/C=C/[N+](=O)[O-])c2ccccc21,-7,0,-38,7,-5,3,-32,-1
